Screens deposited in PubChem BioAssay by several laboratories.
Cardio protect – modulators protecting cardiomyocytes from myocardial damage; 360,000 tested, 0.63% active; AID 588492; H9c2 cardiomyocytes, H2O2 injury protection, ATPLite, 2 h; protection from H2O2 cell death, % at 20 µM;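 active = compounds giving at least 50% protection of heart cells from peroxide-induced death in the single-dose screen, raw or plate-pattern-corrected value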;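 note: 0% = DMSO wells with peroxide and 100% = DMSO wells without peroxide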
aDG glyco act – increases alpha dystroglycan glycosylation; AID 624168; Pro5-aDG cells, alpha-DG glycosylation AlphaScreen (IIH6); 0% Pro5, 100% B10-LARGE cell signal; 360,000 tested, 0.22% active; activation, % at 10 µM;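 active = activation of at least 8% versus controls, or a plate z-score of at least 8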;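 note: Pro5 are CHO cells carrying HIG-tagged alpha-DG that lacks glycosylation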
Vif imaging – HIV Vif inhibition; 340,000 tested, 0.35% active; inhibition, % at 7.49 µM; HEK293T cells, Vif self-association by quenched fluorescence, imaging, 24 h; in the data active = inhibition above about 50%, passing the limit was not always enough; note: some results filed as inactive read as strong as hits
m5-HT2A agonist – activates the mouse 5-HT2A serotonin receptor | CHO-K1 mHTR2A beta-arrestin complementation, luminescence; percent of 30 µM serotonin response | activation, % at 7.6 µM | 360,000 tested, 0.66% active | AID 624169;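 active = activation above a run cutoff, the mean activation of all tested compounds plus 3 SD, cut at about 14% in these data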;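 note: 0% = plate median of compound wells and 100% = 30 µM serotonin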
PDI inh – PDI (human) enzyme inhibition; 350,000 tested, 0.052% active; PDI insulin aggregation turbidity, A650, 90 min; P07237; inhibition, % at 10 µM;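 active = mean inhibition across replicates of 30% or more, whatever share of single replicates reach that level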;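 note: absorbance from insulin aggregation driven by PDI reduction with DTT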
Glyco luc inh – N-linked glycosylation inhibition | D54 ERlucT glycosylation luciferase reporter, 24 h; percent of 100 nM tunicamycin response | reporter increase, % at 12.5 µM | 360,000 tested, 0.23% active;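 active = mean luciferase reporter signal, scaled so untreated is 0 and the glycosylation-blocking control 100, at or above a set limit in every replicate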;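 note: luciferase carries N-glycosylation sites so blocking glycosylation raises the light; 0% = median of neutral control wells and 100% = median of 100 nM tunicamycin wells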
iPSC survival up – increases survival of single human iPS cells. 360,000 tested, 0.044% active. AID 602274. survival enhancement, % at 20 µM. hiPSC single-cell survival, ATPlite luminescence; 100% = ROCK inhibitor wells, 0% = DMSO; in the data active = survival enhancement above about 18%;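 note: cells exposed to compounds for 16 hours before the ATP read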
ABCB6 inh MLPCN – inhibitors of human ABC transporter ABCB6. K562-ABCB6 porphyrin accumulation, flow cytometry, 1 h; active compounds read low. fluorescence ratio to DMSO, % at 10 µM. 360,000 tested, 0.19% active;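 active = fluorescence ratio to DMSO below 75%, the collection mean minus 3 SD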;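 note: signal is porphyrin accumulated inside mitochondria; 100% equals median channel fluorescence of DMSO control wells; lower ratio means ABCB6 inhibition with less porphyrin fluorescence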
Target sequence (Q9NP58 whole entry, looked up): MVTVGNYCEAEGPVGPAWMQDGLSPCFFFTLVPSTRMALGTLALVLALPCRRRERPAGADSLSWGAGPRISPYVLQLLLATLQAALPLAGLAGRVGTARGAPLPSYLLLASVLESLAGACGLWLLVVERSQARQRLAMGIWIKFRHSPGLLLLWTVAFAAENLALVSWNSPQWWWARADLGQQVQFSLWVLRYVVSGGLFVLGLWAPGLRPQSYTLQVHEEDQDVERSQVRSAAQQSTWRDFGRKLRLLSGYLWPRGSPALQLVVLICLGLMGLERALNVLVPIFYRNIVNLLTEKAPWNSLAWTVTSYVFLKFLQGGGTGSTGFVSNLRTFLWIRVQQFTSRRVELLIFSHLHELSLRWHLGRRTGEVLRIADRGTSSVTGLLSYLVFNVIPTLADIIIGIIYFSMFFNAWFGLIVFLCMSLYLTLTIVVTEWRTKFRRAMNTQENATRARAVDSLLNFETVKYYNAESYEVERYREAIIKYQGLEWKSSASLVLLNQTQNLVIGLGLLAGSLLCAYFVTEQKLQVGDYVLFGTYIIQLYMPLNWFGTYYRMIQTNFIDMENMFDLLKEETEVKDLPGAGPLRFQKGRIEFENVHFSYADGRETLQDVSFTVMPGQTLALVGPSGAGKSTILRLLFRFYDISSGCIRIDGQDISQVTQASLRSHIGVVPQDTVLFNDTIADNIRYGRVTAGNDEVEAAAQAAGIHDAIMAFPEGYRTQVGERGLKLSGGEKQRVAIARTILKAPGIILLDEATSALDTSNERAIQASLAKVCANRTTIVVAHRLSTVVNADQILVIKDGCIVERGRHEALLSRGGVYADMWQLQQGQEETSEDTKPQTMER
CaV13 FRET inh – Primary screen for inhibitors of IQ motif and Ca2+-dependent inactivation inhibitor domain binding in CACNA1D, Förster resonance energy transfer in living cells, …. HEK cells, CFP/YFP FRET ICDI-IQ, plate reader, 10 min; percent FRET-ratio fall versus neutral wells. inhibition, % at 12.3 µM. 340,000 tested, 0.098% active. AID 743397;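 active = mean replicate inhibition of at least 30% and at least 1% of replicates passing that level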;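 note: 0% = median of the neutral control wells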
Exocytosis inh – blocks lytic granule exocytosis. TALL-104 LAMP-1 surface exposure, flow cytometry; cells stimulated with thapsigargin and PMA. inhibition, % at 10 µM. 360,000 tested, 0.66% active. AID 651702;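 active = inhibition above about 55%, limit read from the data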
* marks the source's active call; other numbers are inactive results; / = not tested or not shown.

Below each compound: Cardio protect, aDG glyco act, Vif imaging, m5-HT2A agonist, PDI inh, Glyco luc inh, iPSC survival up, ABCB6 inh MLPCN, CaV13 FRET inh, Exocytosis inh
C=CCOn1c(=O)c(-c2ccc(Cl)cc2)[n+]([O-])c2ccccc21
  5, -0.1, -17, 3, -4, 0, -0.4, 98, -2, -2
Cc1ccc(NC(=O)C2CC(=O)N/C(=N/N=C/c3ccco3)S2)cc1C (configuration not stated)
  1, 0.1, 8, 0, -3, -2, 1.1, 95, -5, -3
CC(C)NC(=O)CN1C(=O)C(C)(C)Oc2ccc(C(=O)NC3CCCCC3)cc21
  0, 0.0, 3, 4, 5, 0, 0.9, 89, -2, -7
Cc1ccc(S(=O)(=O)N(C)c2ccc(OCC(=O)N3CCCC(C(F)(F)F)C3)cc2)cc1 (configuration not stated)
  -3, -0.6, -10, 0, 2, 0, 0.1, 96, -4, -8
CC(C)NC(=O)CSCc1c(Cl)cccc1Cl
  4, 1.0, 2, -3, -13, -1, -2.2, 99, -3, -2
CC(=O)c1cccc(NC(=O)C(C)OC(=O)c2cccc(S(=O)(=O)N3CCN(C)CC3)c2)c1 (configuration not stated)
  3, 0.4, -3, -3, -2, 0, 0.1, 98, -5, -1
COc1ccc(C(=O)Nc2nc(C)cc(C)n2)cc1[N+](=O)[O-]
  -4, 0.0, -6, 3, -5, 2, -1.2, 101, -5, 5
CSc1nnc2c3c4c(sc3nc(-n3nc(C)cc3C)n12)COC(C)(C)C4
  5, -0.2, -10, 0, 11, 1, 2.8, 97, -2, 2
CC(C)NC(=S)Nc1c(N)[nH]c(=O)[nH]c1=O
  -6, 0.0, -6, -2, 0, 0, 0.0, 97, 3, 3
CC(=O)N(CCc1ccccc1)Cc1cc2cc(C)ccc2[nH]c1=O
  2, -0.1, -2, 2, -10, 2, 0.8, 99, -5, -15

Carrying on:
Below each compound: Cardio protect, aDG glyco act, Vif imaging, m5-HT2A agonist, PDI inh, Glyco luc inh, iPSC survival up, ABCB6 inh MLPCN, CaV13 FRET inh, Exocytosis inh
NC(=O)C1(N2CCCCC2)CCN(C(=O)CCCn2c(=O)[nH]c3ccsc3c2=O)CC1
  12, -0.2, 3, 4, /, 0, 3.4, 106, -3, -5
Cc1cc(C)c(Nc2n[nH]c(=S)s2)cc1C
  -7, -0.1, 9, 3, 2, 1, -2.0, 97, -10, -4
Cc1cc(C)n2nc(SCc3cccc(F)c3)nc2n1
  9, 0.1, -5, -4, -1, -4, 0.0, 104, -18, 0
Cc1ccc(NC(=O)c2oc3ccc(S(=O)(=O)N4CCC5(CC4)OCCO5)cc3c2C)cc1C
  30, 0.2, /, -2, -11, -4, -1.2, 92, -4, -1
C[C@H](CO)N1C[C@H](C)[C@@H](CN(C)S(=O)(=O)c2ccc(F)cc2)Oc2ccc(NC(=O)CCN3CCOCC3)cc2C1=O
  4, 0.1, 6, 5, -33, 0, 5.6, 100, -5, -3
O=C(C[C@@H]1C/C=C\C[C@H](Cc2ccc(F)cc2)C(=O)OC[C@H]2CCCN2C1=O)NCCO
  14, -0.1, -1, -3, -6, 1, 0.5, 102, -4, 1
CC(=O)Nc1ccc(-c2ccnc3c2CC(C(=O)NCCc2ccccc2)O3)cc1 (configuration not stated)
  8, -0.3, -4, 2, -11, -3, -2.2, 97, -6, -1
CC(=O)c1ccc(N2CCN(C(=O)C3CCN(S(=O)(=O)Cc4ccccc4)CC3)CC2)cc1
  -7, 0.3, -6, 7, -1, -1, 2.2, 91, /, 0
CCCCC(=O)NC1(C(F)(F)F)C(=O)Nc2c1c(=O)n(C)c(=O)n2C (configuration not stated)
  -1, 0.0, 7, 4, 12, 1, 0.1, 124, -5, -2
O=C(COc1ccc(Cl)cc1)Nc1ccc2c(c1)OCO2
  -4, 0.0, 6, 3, 0, 1, 0.0, 102, -7, 0

Some of these compounds in order of formula weight, ascending.
Below each compound: Cardio protect, aDG glyco act, Vif imaging, m5-HT2A agonist, PDI inh, Glyco luc inh, iPSC survival up, ABCB6 inh MLPCN, CaV13 FRET inh, Exocytosis inh
CC(C)NC(=S)Nc1c(N)[nH]c(=O)[nH]c1=O
  -6, 0.0, -6, -2, 0, 0, 0.0, 97, 3, 3
Cc1cc(C)c(Nc2n[nH]c(=S)s2)cc1C
  -7, -0.1, 9, 3, 2, 1, -2.0, 97, -10, -4
Cc1cc(C)n2nc(SCc3cccc(F)c3)nc2n1
  9, 0.1, -5, -4, -1, -4, 0.0, 104, -18, 0
CC(C)NC(=O)CSCc1c(Cl)cccc1Cl
  4, 1.0, 2, -3, -13, -1, -2.2, 99, -3, -2
COc1ccc(C(=O)Nc2nc(C)cc(C)n2)cc1[N+](=O)[O-]
  -4, 0.0, -6, 3, -5, 2, -1.2, 101, -5, 5
O=C(COc1ccc(Cl)cc1)Nc1ccc2c(c1)OCO2
  -4, 0.0, 6, 3, 0, 1, 0.0, 102, -7, 0
CC(=O)N(CCc1ccccc1)Cc1cc2cc(C)ccc2[nH]c1=O
  2, -0.1, -2, 2, -10, 2, 0.8, 99, -5, -15
CSc1nnc2c3c4c(sc3nc(-n3nc(C)cc3C)n12)COC(C)(C)C4
  5, -0.2, -10, 0, 11, 1, 2.8, 97, -2, 2
O=C(C[C@@H]1C/C=C\C[C@H](Cc2ccc(F)cc2)C(=O)OC[C@H]2CCCN2C1=O)NCCO
  14, -0.1, -1, -3, -6, 1, 0.5, 102, -4, 1
NC(=O)C1(N2CCCCC2)CCN(C(=O)CCCn2c(=O)[nH]c3ccsc3c2=O)CC1
  12, -0.2, 3, 4, /, 0, 3.4, 106, -3, -5
CC(=O)c1ccc(N2CCN(C(=O)C3CCN(S(=O)(=O)Cc4ccccc4)CC3)CC2)cc1
  -7, 0.3, -6, 7, -1, -1, 2.2, 91, /, 0
CC(=O)c1cccc(NC(=O)C(C)OC(=O)c2cccc(S(=O)(=O)N3CCN(C)CC3)c2)c1 (configuration not stated)
  3, 0.4, -3, -3, -2, 0, 0.1, 98, -5, -1
Cc1ccc(NC(=O)c2oc3ccc(S(=O)(=O)N4CCC5(CC4)OCCO5)cc3c2C)cc1C
  30, 0.2, /, -2, -11, -4, -1.2, 92, -4, -1
C[C@H](CO)N1C[C@H](C)[C@@H](CN(C)S(=O)(=O)c2ccc(F)cc2)Oc2ccc(NC(=O)CCN3CCOCC3)cc2C1=O
  4, 0.1, 6, 5, -33, 0, 5.6, 100, -5, -3

Other results follow:
Below each compound: Cardio protect, aDG glyco act, Vif imaging, m5-HT2A agonist, PDI inh, Glyco luc inh, iPSC survival up, ABCB6 inh MLPCN, CaV13 FRET inh, Exocytosis inh
COc1ccc(NC(=O)Cn2nc(C)c([N+](=O)[O-])c2C)cn1
  5, 0.0, 4, 2, 11, 0, -0.4, 110, -1, 8
CCN1CCCC1CNCc1cccc(OC)c1OCc1ccccc1 (configuration not stated)
  9, -0.3, 1, 0, 5, -1, 0.1, 97, -5, -4
Cc1ccc(C(=O)CSc2ccccc2C(=O)O)cc1
  -6, 0.0, 0, 1, -3, -13, -0.5, 97, -7, -2
CC(C)C[C@H](NC(=O)c1[nH]cnc1C(=O)N[C@H](C)c1ccccc1)C(=O)OC(C)(C)C
  3, 0.3, /, 1, -12, -2, -0.2, 95, -6, -6
O=S(=O)(NC1CC1)c1ccccc1
  0, 0.0, 1, 2, 3, 0, 0.1, 99, -2, 0
CCOC(=O)c1sc(NN=C(C(=O)OC)C(=O)OC)c(C(=O)OCC)c1C
  -8, -0.5, -3, 2, -3, 0, -1.3, 101, -14, -6
COc1ccc(CCNC(=O)/C(C#N)=C/c2ccc(OCC(=O)NCC3CCCO3)cc2)cc1OC (configuration not stated)
  44, 0.1, 1, 3, 4, -1, -2.3, 99, -4, -1
CCCCCC1CC(CC(=O)O)C(=O)O1 (configuration not stated)
  -3, -0.1, /, 0, -9, 2, -1.5, 98, -6, 0
Cc1ccc(NCCCn2cnc3c(OCc4ccccc4)ncnc32)cc1C
  -25, -0.3, /, -3, 2, -2, 0.4, 94, -4, 8
Cc1cc(C)cc(NC(=O)C2CCCN(c3ncccn3)C2)c1 (configuration not stated)
  0, 0.1, 18, -1, -16, -1, 0.3, 100, -7, -14

Going on with the list:
Below each compound: Cardio protect, aDG glyco act, Vif imaging, m5-HT2A agonist, PDI inh, Glyco luc inh, iPSC survival up, ABCB6 inh MLPCN, CaV13 FRET inh, Exocytosis inh
CC(=O)c1ccccc1NS(C)(=O)=O
  -2, -0.1, -4, 5, 16, 1, 2.0, 103, -5, 10
Oc1c(CN2CCOCC2)cc(CN2CCOCC2)c(O)c1O
  15, 0.0, -3, -1, -4, 0, 1.6, 98, -9, 4
O=S(=O)(N/N=C/c1ccc2c(c1)OCCO2)c1ccccc1
  5, 0.5, 1, 2, 1, 0, 6.3, 107, -5, -1
O=C(CSc1ccccc1C(=O)O)c1ccc([N+](=O)[O-])cc1
  2, 0.4, 8, -1, 1, -2, 1.0, 99, -5, -4
Cc1ccc2nc(N3CCOCC3)c(C=O)c(=O)n2c1
  8, 0.0, -5, 2, -3, -1, 0.3, 92, -2, -2
O=C(NCc1cccs1)c1cnc2ccccn2c1=O
  4, -0.1, 5, -2, -8, 0, 2.1, 95, -4, -3
COc1cccc(NC(=O)CN(C)C(C)C(=O)NC(C)c2ccc(Cl)cc2Cl)c1 (configuration not stated)
  6, 0.5, -3, -9, -2, -2, 0.0, 97, -6, 1
Cc1cc(C(=O)COC(=O)CC2Sc3ccccc3NC2=O)c(C)n1-c1cccc(C(F)(F)F)c1 (configuration not stated)
  -7, 0.7, -1, 6, -6, 0, -1.8, 103, -5, 8
C#CCOCCOCCOCCNc1nc(N2CCN(C(=O)[C@H](CO)n3cc([C@@H](N)C(C)C)nn3)CC2)nc(N2CCN(C(=O)[C@H](CCC(=O)O)n3cc([C@@H](N)CCCCN)nn3)CC2)n1
  0, -0.2, /, 3, -4, 2, -1.1, 101, -5, 2
COc1ccc(CN2CCN(Cc3cc4ccccc4o3)CC2CCO)cc1C (configuration not stated)
  0, 0.1, 8, 5, 7, 2, -0.7, 94, -2, 30

Further entries follow.
Below each compound: Cardio protect, aDG glyco act, Vif imaging, m5-HT2A agonist, PDI inh, Glyco luc inh, iPSC survival up, ABCB6 inh MLPCN, CaV13 FRET inh, Exocytosis inh
CCOC(=O)N1CCN(Cc2nc3cc(NC(C)=O)ccc3n2C)CC1
  0, -0.1, 1, 9, 1, 0, -0.6, 103, -4, 0
FC(F)(F)c1cc(-c2ccccc2)nc(N2CCOCC2)n1
  -6, 0.0, /, -5, 5, -1, -2.2, 94, /, 0
O=C(CSc1nncn1-c1ccccc1)Nc1ccccc1
  4, 0.0, 4, 7, 7, 0, -0.3, 97, 0, -7
COc1cccc2cc(C(=O)C3=C(O)C(=O)N(CCN(C)C)C3c3ccc(F)cc3)oc12 (configuration not stated)
  11, 0.0, -3, -2, 12, 2, 4.9, 95, -6, 2
COc1ccc([C@H]2N[C@]3(CCCN(Cc4cccn4C)C3=O)[C@H]3C(=O)N(C)C(=O)[C@@H]23)cc1
  0, 0.0, 2, 6, -2, 0, 1.9, 102, -10, 0
